Assay outcomes deposited in PubChem BioAssay by The Scripps Research Institute Molecular Screening Center.
TTR transcr act = TTR transcription activation, primary screen | SH-SY5Y TTR promoter Gaussia luciferase, luminescence; 100% = recombinant luciferase protein wells | activation, % at 16.7 µM | 1.3% of 92,000 active | AID 1117267;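 active = activation above the mean of all tested compounds plus 3 SD, cut at about 9.5% in these data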;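 also: cells exposed to compounds for one day before reading; 0% = median of all test compound wells on the plate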
An asterisk follows results filed as active.

Results for N#CNC(=Nc1cccc(F)c1)SCc1cccc(F)c1 ?
TTR transcr act: -0.3

How did Cc1cc(C)n(CC(=O)c2cccc([N+](=O)[O-])c2)n1 do in these assays?
TTR transcr act: 1.5

What do the screens show for `CC1(c2nnnn2-c2ccc3c(c2)OCCO3)CCC(=O)N1C1CCN(Cc2ccccc2)CC1` (stereo not given)?
TTR transcr act: -0.3

How did COc1cc(C2c3[nH]c4ccccc4c3CC3COC(=O)N32)cc(OC)c1O (stereo not given) do in these assays?
TTR transcr act: 1.1

How did O=C1[C@@H]2C(c3cccnc3)=NO[C@@H]2C(=O)N1c1ccc(Cl)cc1Cl do in these assays?
TTR transcr act: 0.9

What do the screens show for `CN1/C(=C\C(=O)COC(=O)CNC(=O)c2ccccc2F)C(C)(C)c2ccccc21`?
TTR transcr act: -0.4

What do the screens show for `Cc1ccc(CN2C(=O)c3ccccc3NC2c2ccccn2)cc1` (stereo not given)?
TTR transcr act: 0.6

How did CCNC(=O)/C(C#N)=C/c1c(N2CCN(c3ccccc3)CC2)nc2c(C)cccn2c1=O do in these assays?
TTR transcr act: -1.6

How did Cc1cccc(NC(=O)c2ccc3c(c2)CCN3S(C)(=O)=O)c1 do in these assays?
TTR transcr act: -0.8

How did O=C1CCC(=O)N1Cc1c(Cl)cccc1Cl do in these assays?
TTR transcr act: -2.0

What do the screens show for `CS(=O)(=O)N(CC(=O)NCc1ccccc1)C1CCCCC1`?
TTR transcr act: 3.0

What do the screens show for `CC(Cc1cccnc1)NC(=O)c1cc(COc2ccc(F)cc2F)on1` (stereo not given)?
TTR transcr act: 1.6

What do the screens show for `O=C(Nc1ccccc1)C1=C(c2ccccc2)S(=O)(=O)CCS1(=O)=O`?
TTR transcr act: -6.4

What do the screens show for `O=C(/C=C\c1ccccc1)Oc1cccc2cccnc12`?
TTR transcr act: -2.1

Results for CCc1nc2c(cnn2-c2ccc(F)cc2)c(=O)n1-c1ccc(N2CCC(C)CC2)cc1 ?
TTR transcr act: -1.5

Some of these compounds in order of molar mass, smallest number first.
How did Cc1cccc(NC(=O)c2ccc3c(c2)CCN3S(C)(=O)=O)c1 do in these assays?
TTR transcr act: -0.8

What do the screens show for `O=C(Nc1ccccc1)C1=C(c2ccccc2)S(=O)(=O)CCS1(=O)=O`?
TTR transcr act: -6.4

How did COc1cc(C2c3[nH]c4ccccc4c3CC3COC(=O)N32)cc(OC)c1O (stereo not given) do in these assays?
TTR transcr act: 1.1

How did CCNC(=O)/C(C#N)=C/c1c(N2CCN(c3ccccc3)CC2)nc2c(C)cccn2c1=O do in these assays?
TTR transcr act: -1.6

The listing continues.
What do the screens show for `COC(=O)C1=C[C@@H](C(=O)OC)C2C3=C(C(=O)C24CCCCC4)[C@H](C)n2c(=O)n(-c4ccccc4)c(=O)n2[C@@H]3C1` (stereo not given in full)?
TTR transcr act: 4.6

How did Cc1ccccc1NC(=S)NNC(=O)c1cccnc1 do in these assays?
TTR transcr act: 5.7

Results for CC(=O)C(Sc1ncnc2sc3c(c12)CCCC3)C(C)=O ?
TTR transcr act: 1.3

What do the screens show for `Brc1cccc2sc(N3CCCC3)nc12`?
TTR transcr act: -0.4

Results for Cc1cccc(C)c1NC(=O)CNC(=O)C(C)NC(C)c1ccccc1Br (stereo not given) ?
TTR transcr act: 1.4

Results for CC(NC(=O)COC(=O)/C=C/c1ccc(Cl)cc1)c1ccccc1 (stereo not given) ?
TTR transcr act: 1.5

How did N#CCSc1ncnc2c1cnn2CCO do in these assays?
TTR transcr act: -2.2

Results for O=C(c1[nH]ncc1-c1ccccc1)C1CO1 (stereo not given) ?
TTR transcr act: 1.1

Results for CC(C)(C)C(=O)N1CCN(c2ccc([N+](=O)[O-])c(-n3nc(-c4ccccc4)c4ccccc4c3=O)c2)CC1 ?
TTR transcr act: -0.8

How did CCn1c(C(=O)N2CCC(Cc3ccccc3)CC2)cc2sccc21 do in these assays?
TTR transcr act: -0.5

What do the screens show for `COc1ccc(/C=C2\SC(N3CCCCC3)=NC2=O)cc1`?
TTR transcr act: 3.4

Results for O=C(COC(=O)c1ccccc1)Nc1ccc2[nH]c(=O)[nH]c2c1 ?
TTR transcr act: 1.9

What do the screens show for `N[C@H](C(=O)Nc1ccc(Cl)cc1C(=O)c1ccc[nH]1)c1ccccc1`?
TTR transcr act: -1.4

Results for Nc1ccn([C@@H]2O[C@H](C(=O)N[C@H](CO)Cc3ccccc3)[C@@H](O)[C@H]2O)c(=O)n1 ?
TTR transcr act: 3.5

How did COC(=O)c1ccc(-c2nc(CN3CCN(Cc4cccc(C)c4)CC3)c(C)o2)cc1 do in these assays?
TTR transcr act: 3.4

Results for O=C(NC(=S)Nc1cccnc1)c1cccc(Br)c1 ?
TTR transcr act: 2.4

Results for CO/N=C/c1c(-c2ccc(Cl)cc2)nc2cc(C)ccn12 ?
TTR transcr act: 0.6

What do the screens show for `O=C(OCc1cn(Cc2ccc(C(F)(F)F)cc2)nn1)N1CCCC1`?
TTR transcr act: -1.2

What do the screens show for `Cc1ccc(NS(=O)(=O)c2cc(C(=O)Nc3cccnc3)ccc2C)cc1`?
TTR transcr act: -1.9

Results for COc1ccc(C(=S)N2CCN(c3cccc(Cl)c3)CC2)cc1 ?
TTR transcr act: 0.0

What do the screens show for `COc1ccccc1-c1cc(C(=O)NCCc2ccccc2)no1`?
TTR transcr act: 1.0

How did CC(C)CNC(=O)OCc1cn(Cc2ccc(F)cc2)nn1 do in these assays?
TTR transcr act: -1.1

Results for CCOC(=O)Cn1c(=O)c2c(nc3n2CCCCN3c2ccc(C)cc2)n(C)c1=O ?
TTR transcr act: 3.0

What do the screens show for `CC(=O)NCCC(=O)Nc1ccc(C(N)=O)cc1`?
TTR transcr act: 1.4

Results for C[C@H]1CC[C@@]2(O[C@@H](CCO)C[C@H](O)[C@H]2O)O1 ?
TTR transcr act: 4.6

How did Cc1cc(C)nc(Nc2n[nH]c(-c3ccc(C(C)(C)C)cc3)n2)n1 do in these assays?
TTR transcr act: 1.1

Results for CCCNC(=O)c1cc2c(c(-c3cccc(-c4cc5ccccc5o4)c3)n1)[C@H](CCO)N(C(=O)NC(C)C)C2 ?
TTR transcr act: -2.7

How did OCCCCNc1cccc2ccccc12 do in these assays?
TTR transcr act: 0.5

Results for Cc1ccc(-c2cn(CCN)c(-c3ccncc3)n2)cc1 ?
TTR transcr act: 2.0

What do the screens show for `COc1ccc(N2CCN(C(C)C(=O)N3CCCC3)CC2)cc1` (stereo not given)?
TTR transcr act: 0.9

Gathered by group, those above with an aryl thioether with sulfur outside any ring
Results for CC(=O)C(Sc1ncnc2sc3c(c12)CCCC3)C(C)=O ?
TTR transcr act: 1.3

How did N#CCSc1ncnc2c1cnn2CCO do in these assays?
TTR transcr act: -2.2

The list goes on.
What do the screens show for `CC1(C)c2cc(Cl)ccc2-n2c1cc(O)c(-c1ccccc1)c2=O`?
TTR transcr act: -0.1

What do the screens show for `CNC(=O)c1[nH]cnc1C(=O)Nc1ccccc1OC`?
TTR transcr act: 5.1

How did Cc1ccc(N2C(N)=C(C#N)C3(C(=O)N(C)c4ccccc43)C3=C2CC(C)(C)CC3=O)cc1Cl (stereo not given) do in these assays?
TTR transcr act: -0.8

Results for CCC(=O)Nc1ccc(S(=O)(=O)N2CCCCC2)cc1OC ?
TTR transcr act: -1.2

What do the screens show for `O=C(NNS(=O)(=O)c1ccccc1)C1CCCCC1`?
TTR transcr act: 3.0

Results for O=C(O)CC(c1ccccc1)c1ccccc1 ?
TTR transcr act: 8.5

What do the screens show for `CCNc1nc(Oc2ccc(=O)[nH]n2)nc(N2CCOCC2)n1`?
TTR transcr act: -0.7

Results for CCOC(=O)c1cnc(SCC(C)C)nc1N ?
TTR transcr act: -1.4

What do the screens show for `Cc1[nH]c2c(C)cccc2c1CCNS(=O)(=O)c1cccc([N+](=O)[O-])c1`?
TTR transcr act: -1.0

Results for COc1ccc(CCN2CC(C(=O)NCc3cc(C)on3)CCC2=O)cc1 (stereo not given) ?
TTR transcr act: -0.9

What do the screens show for `CC(O)(c1ccccc1)c1nc(-c2ccc(Cl)cc2)cs1` (stereo not given)?
TTR transcr act: -1.4

Results for O=C(O)CC1(CC(=O)Nc2ccc3c(c2)OCCCO3)CCCCC1 ?
TTR transcr act: 0.8

Results for O=S(=O)(NCc1ccccc1)c1ccc(S(=O)(=O)NCC2CCCO2)cc1 (stereo not given) ?
TTR transcr act: 1.3

How did COC(=O)c1ccc(-c2nc(-c3ccc(Br)o3)no2)cc1 do in these assays?
TTR transcr act: -1.7

What do the screens show for `CCOc1cc2nc(-c3ccc(OC)c(OC)c3)nc(N3CCOCC3)c2cc1OC`?
TTR transcr act: -1.6

What do the screens show for `CCc1ccc(CNc2ccc(N3CCN(C(C)=O)CC3)cc2)cc1`?
TTR transcr act: -1.4

What do the screens show for `COc1ccc(-c2sc3ccccc3c2/C=C/c2ccncc2)cc1`?
TTR transcr act: -0.2

What do the screens show for `C=CS(=O)(=O)N(Cc1ccccc1Br)[C@H](CO)Cc1ccccc1`?
TTR transcr act: 3.5

How did Cc1ccccc1Nc1ncnc(N)n1 do in these assays?
TTR transcr act: -2.0

How did COc1cc(C(=O)N2C[C@H]3CC[C@H]2C3)ccc1OC1CCN(C(C)=O)CC1 do in these assays?
TTR transcr act: 0.0

How did CC(C)C[C@@H](CO)N1CCN(Cc2cccc(C#N)c2)CCC1=O do in these assays?
TTR transcr act: 9.6

How did Cc1cccc(N2CCN(c3ccc(N4C(=O)CCCC4=O)cc3[N+](=O)[O-])CC2)c1C do in these assays?
TTR transcr act: 1.4

How did C=CCN(CCNP(=O)(OCC)OCC)CP(=O)(OCC)OCC do in these assays?
TTR transcr act: 0.5

What do the screens show for `CCCCN(CC)C(=O)CN(C)S(=O)(=O)c1cccc2nsnc12`?
TTR transcr act: -0.4

How did O=C(NCCc1ccc(Cl)cc1)C1CC(=O)N(C2CCCCC2)C1 (stereo not given) do in these assays?
TTR transcr act: -0.3

Results for COc1ccc2c(=O)c3c(=O)n(Cc4ccco4)c(C(C)C)nc3oc2c1 ?
TTR transcr act: -0.4

How did Cc1cccc(N(CC(=O)N=Nc2c(O)[nH]c3ccccc23)S(C)(=O)=O)c1C do in these assays?
TTR transcr act: -2.0

How did O=C(N/N=C/c1c[nH]c2ccccc12)C1CC(=O)N(c2ccccc2)C1 (stereo not given) do in these assays?
TTR transcr act: -1.9

Results for CCC/C(C)=N\Nc1nc2c(c(=O)n(C)c(=O)n2C)n1C ?
TTR transcr act: -0.7

Results for O=C(Nc1ccccc1C(=O)N1CCCCCC1)c1ccccc1Cl ?
TTR transcr act: 21*

Entries from the list above containing a COOH group:
Results for O=C(O)CC(c1ccccc1)c1ccccc1 ?
TTR transcr act: 8.5

Results for O=C(O)CC1(CC(=O)Nc2ccc3c(c2)OCCCO3)CCCCC1 ?
TTR transcr act: 0.8

Later entries:
How did COCCCN1C(=O)c2ccc(C(=O)Nc3ccc(OC)cc3)cc2C1=O do in these assays?
TTR transcr act: -2.1

How did CC(=O)Nc1ccc(NC(=O)COC(=O)/C(=C/c2ccccc2)n2nnnc2C)cc1 do in these assays?
TTR transcr act: 0.8

How did CCCc1ccc(C(=O)CCC(=O)O)cc1 do in these assays?
TTR transcr act: -3.3

Results for O=C(NC1CC1)C1CCN(c2ncnc3c2sc2cccc(F)c23)CC1 ?
TTR transcr act: 1.3

Results for COc1c(Br)cc(C(N)=O)cc1OCc1ccccc1 ?
TTR transcr act: 0.8

How did O=C(NCCc1ccccc1)C1CCCN(c2ncnc3c2nc2n3CCCCC2)C1 (stereo not given) do in these assays?
TTR transcr act: -3.0

Results for COc1ccc(CNc2ncnc3cc(Cl)ccc23)cc1OC ?
TTR transcr act: -2.7

How did COC(=O)COc1cc(OCC(=O)OC)c2c(C)c(Cl)c(=O)oc2c1 do in these assays?
TTR transcr act: -0.9

How did Fc1ccc(-c2ncc3ccccn23)cc1 do in these assays?
TTR transcr act: 2.5

What do the screens show for `Cc1ccccc1NC(=O)c1ccccn1`?
TTR transcr act: -1.0

What do the screens show for `Cc1cnc(C(=O)Nc2ccc(S(=O)(=O)N(C(C)C)C(C)C)cc2)cn1`?
TTR transcr act: -0.2

Results for CC(C)(C)NC(=O)NC(=O)CN1C(=O)NC(C)(c2ccccc2)C1=O (stereo not given) ?
TTR transcr act: -1.1

Results for Cc1ccc(S(=O)(=O)Nc2cccc(C(=O)N3CCN(c4ccccc4O)CC3)c2)cc1F ?
TTR transcr act: -1.8

How did O=C(c1ccco1)N1CCN(c2ncnc3sc4c(c23)CCC4)CC1 do in these assays?
TTR transcr act: -1.3

Results for COC(=O)c1ccc(/C=N/OCC(=O)NC2CCCC(C)C2C)cc1 (stereo not given) ?
TTR transcr act: -1.8

Results for CCN(CC)c1ccc2c(C)c(-c3ccc(N)cc3)c(=O)oc2c1 ?
TTR transcr act: -3.6

What do the screens show for `O=C(CN1C(=O)C2CCCCC2C1=O)N1CCN(c2ccccc2)CC1` (stereo not given)?
TTR transcr act: 0.2

How did CCOc1ccc(NC(=S)Nc2ccccc2C2CC2)cc1 do in these assays?
TTR transcr act: 2.5

How did COc1ccc2[nH]c3c(c2c1)CCN1C(=O)C(CC(=O)NCCCn2ccnc2)C[C@H](C(=O)N2CCOCC2)[C@@]31C (stereo not given in full) do in these assays?
TTR transcr act: -0.1

How did O=C(Cn1nc(C(F)(F)F)c2c1CCCC2)N1CCOCC1 do in these assays?
TTR transcr act: -0.1

How did CCC(CC)COC(=O)C1=C(C)NC(=O)NC1c1ccc(OC)cc1 (stereo not given) do in these assays?
TTR transcr act: -1.8

How did COc1ccc(Sc2ccc(/C=C3\C(=O)NN(c4ccccc4)C3=O)o2)cc1 do in these assays?
TTR transcr act: -1.7

What do the screens show for `O=C(NCCc1ccccc1)c1cccnc1N1CCCCCC1`?
TTR transcr act: 1.4

How did COc1cc(C(=O)NNC(=O)c2nn(C)c(=O)c3ccccc23)cc(OC)c1OC do in these assays?
TTR transcr act: 1.6

Results for CCC(=O)CN(Cc1cc(OC)ccc1OC)S(=O)(=O)c1ccccc1Br ?
TTR transcr act: 3.6

Results for COC(=O)[C@@]12C[C@@H](CC(=O)NCCCCc3ccccc3)C(=O)N(Cc3ccc4c(c3)OCO4)C1=CCC(C)(C)C2 ?
TTR transcr act: -0.3

Results for CCc1nc2ccc(C(=O)NCc3ccc4c(c3)OCO4)cn2c1N(CC)CCOC ?
TTR transcr act: -0.9

An excerpt; the hit share may differ from the screen's.
